Screening results as filed in PubChem BioAssay.
cardiac RTF act: increases calcium sensitivity of human cardiac regulated thin filaments. actives 0.24% (n = 340,000). IANBD-labeled TnC RTF fluorescence at EC20 calcium; 0% EC20 calcium, 100% full calcium. P19429+P45379. activation, % at 7.2 µM;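 active = activation above the mean over all tested compounds plus 3 SD, cut at about 30% in these data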;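 note: rise in fluorescence read as greater calcium sensitivity of cardiac thin filaments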
NSD2 inh: blocks human histone methyltransferase NSD2 | inhibition, % at 12.5 µM | NSD2 peptide methylation, AlphaScreen, 120 min | actives 0.54% (n = 310,000) | O96028 | AID 743445; in the data active = inhibition above about 50%
SUMO Mot1 rescue: blocks SUMOylation pathway, rescuing yeast Mot1-301 growth. S. cerevisiae Mot1-301 growth rescue, ATP luminescence, 38.5C; percent above DMSO median, 100 means doubled. growth rescue, % at 18.8 µM. actives 1% (n = 320,000). AID 2716;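 active = every valid replicate shows activation above 250% relative to neutral control wells; inactive = the rest, any valid replicate at or below 250%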;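 note: OY570 slx delta 5 strain wells were the positive control but not used for scaling; some compounds called inactive have numbers as strong as hits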
Rtt109 Vps75: blocks Candida albicans Rtt109/Vps75 acetyltransferase activity; purified Rtt109/Vps75, ThioGlo CoA-SH fluorescence, 4 h; inhibition, % at 34.9 µM; actives 0.16% (n = 330,000); AID 540336; Q5AAJ8;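 active = inhibition of at least 50% in every replicate; inconclusive = best replicate reaches 50% inhibition but some replicates fall short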
Keap1 Nrf2 FP: inhibitors of human Keap1-Nrf2 protein-protein interaction. Q14145. Keap1 Kelch-Nrf2 peptide fluorescence polarization, 1536-well. actives 0.15% (n = 340,000). AID 504523. inhibition, % at 9.4 µM; in the data active = inhibition above about 12%; inconclusive = no clear call, values can overlap the other calls; inactive = below about 7.3%;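 note: human Keap1 Kelch domain with fluorescein labeled Nrf2 9mer peptide probe; 0% = neutral control wells and 100% = peptide positive control; higher means more block of Keap1 binding to Nrf2 peptide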
Target sequence (Q14145 whole entry, looked up, the tested form may be a part): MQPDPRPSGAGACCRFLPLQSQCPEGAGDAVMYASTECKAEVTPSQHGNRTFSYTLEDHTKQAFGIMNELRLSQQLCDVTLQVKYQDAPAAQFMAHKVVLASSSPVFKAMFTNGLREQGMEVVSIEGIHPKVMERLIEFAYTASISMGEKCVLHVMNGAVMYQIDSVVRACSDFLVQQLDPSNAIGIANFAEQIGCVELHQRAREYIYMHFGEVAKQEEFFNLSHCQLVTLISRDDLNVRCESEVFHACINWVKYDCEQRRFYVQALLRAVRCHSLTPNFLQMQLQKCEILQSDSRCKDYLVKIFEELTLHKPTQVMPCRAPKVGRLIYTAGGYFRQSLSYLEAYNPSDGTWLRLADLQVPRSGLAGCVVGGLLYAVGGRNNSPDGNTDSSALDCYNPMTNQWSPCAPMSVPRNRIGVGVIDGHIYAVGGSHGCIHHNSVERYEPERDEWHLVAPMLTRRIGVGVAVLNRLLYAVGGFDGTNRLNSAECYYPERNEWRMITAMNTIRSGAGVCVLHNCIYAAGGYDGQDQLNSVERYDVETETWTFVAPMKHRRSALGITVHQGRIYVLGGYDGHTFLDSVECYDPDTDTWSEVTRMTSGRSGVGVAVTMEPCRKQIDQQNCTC
PvdQ inh: P. aeruginosa PvdQ acylase inhibition. actives 0.063% (n = 340,000). AID 488965. inhibition, % at 10 µM. purified PvdQ acylase, fluorescence plate reader; in the data active = inhibition above about 30%, passing the limit was not always enough; inconclusive = no clear call, values can overlap the other calls;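 note: 0% = vehicle neutral wells and 100% = reference inhibitor wells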
LANA DNA inh: blocks KSHV LANA C-terminal domain binding to DNA; AID 504423; MBP-C-LANA/FAM-LBS DNA binding, fluorescence polarization; inhibition, % at 9 µM; actives 0.078% (n = 340,000);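 active = highest replicate inhibition at or above 60% at 9 µM, even if other replicates fall short; inactive = all replicates below 60% inhibition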;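 note: 0% = neutral control wells and 100% = 4 µM acridine orange control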
dFosB act: activators of mouse delta FosB homodimer. P13346. purified delta FosB, TAMRA-CDK5 oligo fluorescence polarization; percent of positive-control signal above neutral wells. activation, % at 25 µM. actives 0.99% (n = 340,000);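 active = mean activation above about 17%, with every replicate also reaching it, limit read from the data, passing the limit was not always enough; inconclusive = only one of the two conditions met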;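 note: fluorescence polarization rise as delta FosB binds a TAMRA Cdk5 AP-1 oligo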
Target sequence (P13346 whole entry, looked up): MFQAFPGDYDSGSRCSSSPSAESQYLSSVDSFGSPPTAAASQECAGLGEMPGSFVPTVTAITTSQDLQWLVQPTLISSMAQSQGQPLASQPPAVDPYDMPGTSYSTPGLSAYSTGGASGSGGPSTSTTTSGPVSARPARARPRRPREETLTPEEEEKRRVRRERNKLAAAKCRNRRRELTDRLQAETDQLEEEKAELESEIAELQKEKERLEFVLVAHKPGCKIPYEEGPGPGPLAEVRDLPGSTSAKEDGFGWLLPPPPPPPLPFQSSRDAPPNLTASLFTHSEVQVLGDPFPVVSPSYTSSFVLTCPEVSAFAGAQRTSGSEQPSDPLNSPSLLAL
PfHsp90 set2: growth inhibition of yeast expressing Plasmodium Hsp90 | S. cerevisiae expressing PfHsp90, BacTiter-Glo ATP, 48 h; yeast lacking PDR1 and PDR3 efflux regulators | inhibition, % at 9.4 µM | actives 0.32% (n = 310,000) | AID 504621;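 active = every replicate shows inhibition above about 80%, whatever the replicate mean, limit read from the data; inconclusive = mean inhibition reaches the set limit but some replicate falls short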;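 note: 0% = DMSO neutral controls and 100% = 20 µM radicicol positive controls; yeast relying on Plasmodium falciparum Hsp90 in place of its own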
Cardiac RTF inh: cardiac RTF calcium desensitization. P19429+P45379. IANBD-labeled cardiac RTF, Ca2+ fluorescence. inhibition, % at 7.15 µM. actives 0.12% (n = 340,000). AID 493244;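 active = inhibition above the mean inhibition of all tested compounds plus 3 SD, cut at about 17% in these data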;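 note: assay run at fixed EC70 calcium of 1.6 mM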
CDK5 p35 inh: blocks human CDK5/p35 kinase activity; actives 0.01% (n = 330,000); inhibition, % at 10 µM; AID 488839; Q00535+Q15078; Recombinant CDK5/p35, ADP-Glo luminescence, 60 min;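 active = highest replicate inhibition of at least 50% and at least 75% of replicates reaching 50%; inconclusive = only one of the two criteria met; inactive = both criteria failed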;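 note: plate controls were DMSO neutral control for no effect and GW8510 at 10 µM for full effect; many of its hits are not listed in these tables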
The depositor's hits bear a star; ? = inconclusive; . = not tested or not shown; + = active, no number.

SMILES | LANA DNA inh | cardiac RTF act | PfHsp90 set2 | SUMO Mot1 rescue | CDK5 p35 inh | dFosB act | NSD2 inh | PvdQ inh | Cardiac RTF inh | Rtt109 Vps75 | Keap1 Nrf2 FP
COc1ccc(C(=O)NNC(=O)CCc2nc3ccccc3c(=O)[nH]2)cc1 | -2.7 | 1 | 5 | -1 | 0.8 | -4 | -2 | -13 | -6 | -2 | -8
COc1cc(NC(=O)CNc2cccc(S(=O)(=O)N3CCOCC3)c2)cc(OC)c1 | -3.1 | -9 | 2 | . | -1.3 | 0 | 0 | 3 | -2 | -2 | -3
COc1ccc(C2CC(c3ccccc3)=NN2C(=O)CSc2nccc(=O)[nH]2)cc1 (stereo not given) | -0.8 | -1 | 11 | -7 | -3.2 | -17 | 6 | -4 | 2 | 2 | -2
CCc1ccc(C(=O)NC(C(=O)O)C(C)C)cc1 (stereo not given) | 1.3 | 2 | 29 | -3 | -0.8 | -6 | -3 | -3 | 1 | -11 | -5
CCOC(=O)CSc1nc2ccccc2c(=O)n1C | 2.6 | -6 | -9 | 1 | 0.5 | 8 | 21 | -4 | 1 | -6 | 2
CC(C)OC(=O)CN1C(=O)c2ccccc2C1=O | -2.6 | -4 | 6 | -12 | -1.7 | 11 | -3 | -2 | -8 | 0 | 6
CCOC(=O)N1CCN(CC(O)COc2cc(C)ccc2C(C)C)CC1 (stereo not given) | 0.3 | 1 | 2 | 170 | 1.0 | -1 | . | 8 | 12 | -2 | 0
CC(=O)N(CCN(C)C)c1nc2cc3c(cc2s1)OCCO3 | 0.6 | -3 | -2 | 11 | 0.4 | 4 | 0 | 11 | -11 | 29 | -3
CCOc1ccccc1N1CCN(C(=O)NCc2ccc(C)cc2)CC1 | -0.9 | -5 | -5 | -10 | 0.6 | -12 | 35 | -12 | -1 | -2 | 2
O=C(CSc1nc2ccccc2c(=O)n1-c1ccccc1)N1CCC1 | 1.1 | 2 | 2 | 10 | -3.4 | -1 | -4 | -12 | 0 | -3 | 0
CCC1Nc2ncnc(N3CCN(c4ccccc4)CC3)c2N(Cc2ccc(Cl)cc2)C1=O (stereo not given) | 0.7 | -3 | 1 | -2 | 2.3 | -1 | . | 4 | -4 | 6 | -8
CN(C)c1ccc(C(C(=O)NC(C)(C)C)N(C(=O)c2csnn2)C2CC2)cc1 (stereo not given) | 1.0 | 0 | -23 | -3 | -1.7 | -4 | 1 | -8 | -6 | -1 | 0
COc1ccc(NC(=O)CSCC(=O)Nc2cccc3ncccc23)cc1 | 1.5 | 12 | 12 | 227 | -5.8 | 1 | 1 | -9 | -2 | 3 | -5
CCc1ccc(NC(=O)CSCCO)cc1 | 3.9 | 6 | 15 | 3 | -2.3 | -5 | 0 | -6 | -13 | -13 | 2
CCc1nnc(NC(=O)CN2C(=O)/C(=C/c3cc(OC)c(OC)c(OC)c3)SC2=S)s1 | 8.1 | 4 | -11 | 46 | 0.6 | -4 | 2 | -4 | -5 | 12 | -9
Cc1ccc(/C=N/NS(=O)(=O)c2ccc([N+](=O)[O-])cc2)o1 | 0.3 | 2 | 2 | 1 | -1.2 | 5 | 0 | 8 | -6 | 6 | -2
O=C(CN1CCN(C(=O)c2ccccc2)CC1)Nc1ncc(Br)cc1Br | -0.4 | -3 | 5 | + | 0.8 | -9 | -1 | 9 | 2 | 1 | 0
CCOc1cc(N2CCOCC2)c(OCC)cc1NC(=O)c1ccc(S(C)(=O)=O)cc1 | 18 | 1 | -14 | 126 | -2.4 | 0 | -2 | -3 | 9 | -12 | 1
O=C(NCCO)c1cc2ccccc2c(=O)s1 | 1.2 | -1 | -5 | -10 | -0.2 | -13 | -4 | -10 | -10 | 2 | 1
CN1C(=O)CSC1=Nc1ccc(Br)cc1 | 4.3 | 6 | 13 | -1 | 0.5 | -1 | -1 | 0 | -3 | -6 | 3
N#Cc1ccccc1COC(=O)c1ccc2c(c1)OCO2 | 0.0 | -5 | -10 | 4 | 0.2 | -2 | 0 | -2 | -13 | -2 | 5
O=C(NCCc1ccccc1)C(=O)NN=C1CCCC1 | -0.5 | -3 | -2 | -13 | 3.7 | 1 | -2 | -16 | 0 | -10 | -1
CN1CCCC(OC(=O)c2ccc(C#N)cc2)C1 (stereo not given) | 1.6 | 4 | 16 | 79 | 1.3 | 0 | 1 | -1 | -4 | 7 | -9
O=C(CN1C(=O)NC2(CCCC2)C1=O)N1CCN(S(=O)(=O)c2cccc(C(F)(F)F)c2)CC1 | 0.9 | -6 | . | -20 | 2.2 | -9 | -1 | 4 | -1 | . | 2
O=C1/C(=C\c2ccc(Cl)cc2)CCC1CNc1ccc(Cl)cc1 (stereo not given) | 1.4 | 7 | 147* | . | 0.9 | -5 | -3 | -7 | -9 | 1 | 3
O=C(Nc1ccccc1)Nc1n[nH]c2nnc(-c3ccccc3)c(-c3ccccc3)c12 | 0.3 | 5 | 1 | 0 | -0.6 | 0 | . | -4 | 8 | 18 | 1
CCOc1ccc(C(=O)NCCN(C)C)cc1 | 14 | 3 | -27 | 60 | -2.1 | 3 | 3 | -3 | 5 | 7 | -1
O=C(Nc1ccc([N+](=O)[O-])cc1)c1cn(-c2ccccc2)nc1-c1cc2ccccc2o1 | 1.8 | 2 | -5 | 11 | -0.8 | 3 | 0 | -3 | -4 | 3 | 2
CC(C)(C)C(=O)Oc1cc(N)n(S(=O)(=O)c2ccc(F)cc2)n1 | -0.5 | -3 | -82 | 12 | 0.2 | -1 | 5 | -1 | 2 | 3 | -1
CCOc1ccc(NC(=O)C2CCN(S(=O)(=O)c3cccs3)CC2)cc1 | -1.0 | -6 | 7 | -10 | -1.3 | -4 | 1 | 1 | 1 | 20 | 0
CCOC(=O)Cn1nc(C)n(-c2ccccc2)c1=O | -0.6 | 1 | 19 | 16 | 0.3 | -3 | -2 | 11 | -6 | 3 | -1
O=C(NCc1cccs1)C1CCN(C(=O)NCc2ccccc2)CC1 | 0.0 | 0 | . | -1 | 0.5 | 5 | -7 | -9 | -1 | -21 | 4
CC1CC(C)(C)NC(=S)N1CCCC(=O)Nc1ccc2c(c1)OCCO2 (stereo not given) | 1.0 | 13 | . | -26 | -0.7 | 6 | -1 | -26 | -8 | 6 | -8
NC(=O)c1ccccc1N1CCCCC1 | -1.9 | 7 | -6 | 3 | -0.1 | -3 | 2 | -13 | 2 | -1 | 1
CCc1nnc(NC(=O)c2ccc(OC)cc2OC)s1 | -0.4 | 0 | -10 | -2 | 1.1 | -26 | 0 | -4 | 6 | -1 | -2
Cc1cc(C)nc(SCCS(=O)(=O)Cc2ccccc2)n1 | 0.9 | 5 | -2 | 8 | -2.1 | -3 | 1 | -7 | -2 | -16 | -1
NNC(=O)c1csc(CS(=O)(=O)c2ccc(Cl)cc2)n1 | -1.3 | . | -5 | 0 | 1.7 | -2 | 0 | -6 | . | 3 | 0
Brc1ccc(Nc2nc(-c3cccnc3)cs2)cc1 | -1.1 | -3 | -85 | . | 0.0 | -10 | . | 2 | -1 | 4 | 4
O=C(NC1CC2CCC(C1)N2C(=O)NC1CCCCC1)NC12CC3CC(CC(C3)C1)C2 (stereo not given) | 1.4 | -5 | -1 | -29 | -3.2 | -6 | 20 | 5 | -17 | 1 | -1
O=C(COc1ccccc1Cl)Nc1ccc(CN2CCCCC2)cc1 | 2.5 | 2 | . | 5 | 1.9 | -8 | -1 | -5 | -5 | -1 | 0
CC(C)CCNC(=O)c1c[nH]c2ccc(S(=O)(=O)N3CCOCC3)cc2c1=O | -0.2 | -6 | 3 | -7 | . | -13 | 1 | -5 | 6 | 0 | 0
COn1c(C)c(C)c2c3nonc3ccc21 | -0.4 | 12 | -17 | . | -0.7 | -6 | -6 | -11 | 0 | 1 | -5
COc1cccc(NC(=O)Cn2nnc(C(=O)NCc3ccc4c(c3)OCO4)c2N)c1 | 0.5 | -3 | -20 | 16 | -3.6 | 14 | 6 | 7 | -14 | -6 | 1
Nc1c(C(=O)NCc2ccccc2)c2nc3ccccc3nc2n1CCCN1CCOCC1 | -2.6 | -7 | 9 | -12 | 0.2 | ? | -27 | -7 | 2 | -107 | -4
COc1ccc(CNC(=O)c2sc(=S)n(-c3ccc(OC)cc3)c2N)cc1 | -1.1 | -2 | 2 | 71 | 0.0 | -1 | 2 | -4 | 3 | -3 | -5
NC(=O)c1ccc(N2CCN(S(=O)(=O)c3ccccc3)CC2)c([N+](=O)[O-])c1 | -2.2 | -3 | 4 | 182 | -1.4 | -1 | -2 | 7 | 11 | -1 | 3
CC(=O)NC1=C(Nc2ccc(N(C)C)cc2)C(=O)c2ccccc2C1=O | -2.3 | -10 | -9 | 250 | 3.7 | -5 | 28 | -8 | 5 | 8 | 1
CCOCCCNC(=O)c1ccc(CS(=O)(=O)Cc2ccc(C)cc2)o1 | 1.2 | 5 | 36 | -5 | -0.5 | 1 | 0 | -12 | -6 | 4 | 0
O=C(COc1ccc(-c2nnco2)cc1)NC1CCCc2ccccc21 (stereo not given) | 3.0 | 0 | 9 | -33 | -0.3 | -10 | -1 | -7 | -23 | -2 | 3
Nc1nc(NCC2CCCO2)nc(Nc2ccc(Cl)cc2)c1[N+](=O)[O-] (stereo not given) | 0.8 | 2 | -12 | -20 | 0.0 | -9 | 1 | -4 | 2 | -6 | -4
Cc1ccc(S(=O)(=O)N(C)C)cc1NC(=O)COc1ccc(-c2nnco2)cc1 | 0.3 | -4 | -18 | . | -0.2 | 3 | 8 | -3 | 8 | 4 | 2
O=C(Cc1c[nH]c2ccccc12)N/N=C/c1cccc(F)c1 | 0.5 | 0 | 12 | 165 | -0.7 | -9 | 1 | 0 | 0 | -3 | -1
CCOc1ccc(Oc2cc(N)cc([N+](=O)[O-])c2)cc1 | -0.7 | 0 | 6 | 49 | 0.6 | 2 | 0 | -8 | -10 | . | 4
COc1ccccc1NC1=C(NC(C)=O)C(=O)c2ccccc2C1=O | 0.6 | 8 | -10 | . | 2.1 | -10 | 31 | -8 | 3 | . | -4
CN(c1ccccc1)c1ncnc2c1ncn2C | -2.4 | 2 | -13 | . | -1.5 | 1 | 122* | -17 | -4 | 1 | -3
CCN(CC)S(=O)(=O)c1cccc(C(=O)Nc2nncs2)c1 | -0.4 | 4 | 12 | 10 | -2.1 | 6 | -2 | -13 | -7 | -10 | -7
C=CCc1c(C)nc2c(C)cccc2c1SC(=N)N | -0.7 | 0 | 1 | -3 | 2.4 | -1 | 0 | 26 | 2 | 28 | -6
N=c1n(CCN2CCCC2)c2ccccc2n1CC(O)c1ccc(Cl)c(Cl)c1 (stereo not given) | 1.0 | 2 | -19 | -10 | 0.7 | 3 | 9 | -14 | -73 | 19 | 0
